TcdB GH inh – blocks C. difficile toxin B glycohydrolase activity; TcdB glycohydrolase enzymatic assay, plate reader; AID 652162; inhibition, % at 9.99 µM; P18177; 350,000 compounds, 0.24% hits; in the data active = inhibition above about 10%
Target sequence (P18177 whole entry, looked up): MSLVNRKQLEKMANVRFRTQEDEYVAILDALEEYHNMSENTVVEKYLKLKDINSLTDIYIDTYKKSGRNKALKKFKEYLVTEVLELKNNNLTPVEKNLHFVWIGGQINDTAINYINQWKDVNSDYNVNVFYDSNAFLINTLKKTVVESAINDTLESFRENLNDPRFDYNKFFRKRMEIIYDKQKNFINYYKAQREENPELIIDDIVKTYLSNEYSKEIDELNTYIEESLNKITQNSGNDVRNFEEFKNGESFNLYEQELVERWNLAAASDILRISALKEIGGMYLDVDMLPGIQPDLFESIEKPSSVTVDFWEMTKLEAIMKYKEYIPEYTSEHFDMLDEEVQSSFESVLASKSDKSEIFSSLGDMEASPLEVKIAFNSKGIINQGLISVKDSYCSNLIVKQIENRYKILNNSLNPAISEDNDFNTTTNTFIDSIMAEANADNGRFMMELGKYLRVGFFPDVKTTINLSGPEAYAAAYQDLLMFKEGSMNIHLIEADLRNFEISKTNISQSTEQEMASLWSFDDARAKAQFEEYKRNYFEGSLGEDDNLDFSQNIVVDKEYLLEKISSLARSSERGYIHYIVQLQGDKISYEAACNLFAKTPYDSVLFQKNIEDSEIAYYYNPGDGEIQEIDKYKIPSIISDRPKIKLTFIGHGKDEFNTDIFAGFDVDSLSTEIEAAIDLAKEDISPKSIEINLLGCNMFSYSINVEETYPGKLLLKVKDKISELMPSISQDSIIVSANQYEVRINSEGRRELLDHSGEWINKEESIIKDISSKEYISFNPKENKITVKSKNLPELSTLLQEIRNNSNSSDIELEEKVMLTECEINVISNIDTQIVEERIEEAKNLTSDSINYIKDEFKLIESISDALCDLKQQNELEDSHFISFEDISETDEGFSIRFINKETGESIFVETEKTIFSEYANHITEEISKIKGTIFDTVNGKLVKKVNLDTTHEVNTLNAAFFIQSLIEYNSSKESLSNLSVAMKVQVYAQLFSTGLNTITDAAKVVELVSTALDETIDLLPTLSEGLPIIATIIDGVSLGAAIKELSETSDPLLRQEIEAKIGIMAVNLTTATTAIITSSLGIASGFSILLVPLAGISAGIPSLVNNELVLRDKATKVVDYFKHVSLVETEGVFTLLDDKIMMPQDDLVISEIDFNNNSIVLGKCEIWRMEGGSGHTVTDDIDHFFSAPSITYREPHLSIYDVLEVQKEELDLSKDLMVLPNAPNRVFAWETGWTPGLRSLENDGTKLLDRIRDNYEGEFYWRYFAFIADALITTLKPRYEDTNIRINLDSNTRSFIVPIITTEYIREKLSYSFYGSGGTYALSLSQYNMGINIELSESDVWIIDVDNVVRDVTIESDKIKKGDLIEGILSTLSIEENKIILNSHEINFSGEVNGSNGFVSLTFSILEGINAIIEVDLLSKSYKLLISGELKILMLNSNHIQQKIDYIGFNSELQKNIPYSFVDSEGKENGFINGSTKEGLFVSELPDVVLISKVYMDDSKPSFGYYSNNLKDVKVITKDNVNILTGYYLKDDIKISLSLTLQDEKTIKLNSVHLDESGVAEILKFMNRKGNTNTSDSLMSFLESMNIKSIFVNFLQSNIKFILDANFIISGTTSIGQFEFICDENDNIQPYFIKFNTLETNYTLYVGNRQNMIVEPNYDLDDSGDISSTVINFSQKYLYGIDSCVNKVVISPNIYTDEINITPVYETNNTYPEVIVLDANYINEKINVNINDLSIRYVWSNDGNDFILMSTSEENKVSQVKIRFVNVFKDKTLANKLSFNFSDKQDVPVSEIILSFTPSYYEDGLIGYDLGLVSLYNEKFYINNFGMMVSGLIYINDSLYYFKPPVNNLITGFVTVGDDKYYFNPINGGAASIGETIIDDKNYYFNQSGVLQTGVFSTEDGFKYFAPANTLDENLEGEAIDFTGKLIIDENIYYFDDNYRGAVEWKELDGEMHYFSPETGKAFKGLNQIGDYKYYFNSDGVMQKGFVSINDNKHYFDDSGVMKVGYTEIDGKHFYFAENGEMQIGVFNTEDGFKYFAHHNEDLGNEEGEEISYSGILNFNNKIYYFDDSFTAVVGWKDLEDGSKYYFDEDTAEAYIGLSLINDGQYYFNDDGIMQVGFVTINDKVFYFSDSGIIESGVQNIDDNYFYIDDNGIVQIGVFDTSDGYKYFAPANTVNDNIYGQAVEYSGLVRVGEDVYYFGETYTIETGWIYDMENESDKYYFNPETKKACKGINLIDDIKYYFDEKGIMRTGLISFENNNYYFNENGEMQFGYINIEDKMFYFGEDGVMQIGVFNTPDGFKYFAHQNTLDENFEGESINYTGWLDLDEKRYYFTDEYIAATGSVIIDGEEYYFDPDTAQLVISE
* marks the source's active call; other numbers are inactive results. Not all compounds are listed, so the mix of outcomes need not match the whole.

Screening CN1CCN(C(=O)C[C@H]2CC[C@@H]3[C@H](COC[C@H](O)CN3C(=O)Nc3cc(Cl)cc(Cl)c3)O2)CC1 returned TcdB GH inh 0.7.
`COc1ccc(S(=O)(=O)N2CCCCN3[C@H](C2)[C@H](c2ccc(C#CCC(C)C)cc2)[C@@H]3CO)cc1` gave TcdB GH inh 0.2.
`O=C(N[C@@H]1CC[C@@H](CCn2cc(-c3ccccn3)nn2)O[C@H]1CO)c1cccnc1` gave TcdB GH inh -15.
Screening C[C@@H]1CCCCO[C@H](CN(C)C(=O)Nc2ccc3c(c2)OCO3)[C@@H](C)CN([C@@H](C)CO)C(=O)c2cc(NC(=O)c3ccncc3)ccc2O1 returned TcdB GH inh -0.6.
`C[C@H](CO)N1C[C@H](C)[C@@H](CN(C)Cc2ccc(C(=O)Nc3ccccc3N)cc2)Oc2c(NC(=O)c3nc4ccccc4s3)cccc2C1=O` gave TcdB GH inh 0.2.
Screening CNC[C@@H]1Oc2ccc(NC(=O)Nc3ccc4c(c3)OCO4)cc2CC(=O)N([C@H](C)CO)C[C@H]1C returned TcdB GH inh 0.0.
CCCNC(=O)N1[C@@H]2Cn3c(ccc(-c4ccccc4OC)c3=O)[C@H]1[C@@H](C(=O)N(C)C)[C@@H]2CO was read as TcdB GH inh -0.4.
`C[C@@H]1CN([C@@H](C)CO)C(=O)c2cc(N(C)C)ccc2O[C@@H](C)CCCCO[C@H]1CN(C)C(=O)c1ccncc1` gave TcdB GH inh -12.
`C[C@@H]1CN([C@@H](C)CO)C(=O)c2cccc(NS(=O)(=O)c3ccc(F)cc3)c2O[C@H]1CN(C)CC1CC1` gave TcdB GH inh 1.2.
For C[C@@H]1CN([C@H](C)CO)C(=O)c2cccc(NC(=O)c3ccncc3)c2O[C@@H]1CN(C)C(=O)Nc1cccc2ccccc12 the results were TcdB GH inh -0.4.
C[C@@H]1CN([C@@H](C)CO)C(=O)c2cc(NS(=O)(=O)c3ccccc3)ccc2O[C@@H](C)CCCCO[C@H]1CN(C)C(=O)Nc1ccc(C(F)(F)F)cc1 was read as TcdB GH inh 1.0.
`COc1ccc2c3c(n(C)c2c1)[C@H](CO)N(C(=O)c1cccnc1)CC31CN(S(C)(=O)=O)C1` gave TcdB GH inh 1.8.
`Cc1noc(C)c1NC(=O)N(C)C[C@@H]1Oc2c(NC(=O)Nc3ccc(F)cc3)cccc2C(=O)N([C@H](C)CO)C[C@H]1C` gave TcdB GH inh 0.4.
Screening OC[C@H]1CC[C@@H]2O[C@H](CCc3ccc(C#CCc4ccccc4)cc3)[C@H](n3cc(-c4ccccc4)nn3)C[C@@H]2O1 returned TcdB GH inh 0.2.
For COc1ccc(CN(C)C[C@H]2OCCCC[C@H](C)Oc3ccc(NC(=O)Nc4ccc(OC)cc4)cc3C(=O)N([C@@H](C)CO)C[C@H]2C)cc1 the results were TcdB GH inh 0.3.

The last five entries of the section above open the next one.
C[C@@H]1CN([C@@H](C)CO)C(=O)c2cc(NS(=O)(=O)c3ccccc3)ccc2O[C@@H](C)CCCCO[C@H]1CN(C)C(=O)Nc1ccc(C(F)(F)F)cc1 was read as TcdB GH inh 1.0.
`COc1ccc2c3c(n(C)c2c1)[C@H](CO)N(C(=O)c1cccnc1)CC31CN(S(C)(=O)=O)C1` gave TcdB GH inh 1.8.
`Cc1noc(C)c1NC(=O)N(C)C[C@@H]1Oc2c(NC(=O)Nc3ccc(F)cc3)cccc2C(=O)N([C@H](C)CO)C[C@H]1C` gave TcdB GH inh 0.4.
Screening OC[C@H]1CC[C@@H]2O[C@H](CCc3ccc(C#CCc4ccccc4)cc3)[C@H](n3cc(-c4ccccc4)nn3)C[C@@H]2O1 returned TcdB GH inh 0.2.
For COc1ccc(CN(C)C[C@H]2OCCCC[C@H](C)Oc3ccc(NC(=O)Nc4ccc(OC)cc4)cc3C(=O)N([C@@H](C)CO)C[C@H]2C)cc1 the results were TcdB GH inh 0.3.
Cc1cccc(S(=O)(=O)N2CC[C@@H]3[C@H](CO)N(C)c4ccc(-c5cccc(C#N)c5)cc4[C@@H]32)c1 was read as TcdB GH inh -0.1.
Screening C[C@@H]1CN([C@H](C)CO)C(=O)c2cc(C#CC3CC3)cnc2O[C@@H]1CN(C)Cc1ccccn1 returned TcdB GH inh -0.6.
C/C=C/c1cnc2c(c1)C(=O)N([C@@H](C)CO)C[C@H](C)[C@H](CN(C)C(=O)c1cccc(F)c1)O2 was read as TcdB GH inh 0.0.
For CC(C)CC#Cc1cnc2c(c1)C(=O)N([C@H](C)CO)C[C@H](C)[C@H](CN(C)Cc1ccccc1)O2 the results were TcdB GH inh 0.8.
`O=C(C[C@H]1CC[C@H]2[C@@H](COC[C@H](O)CN2C(=O)Nc2cccc(F)c2)O1)NCc1ccccc1Cl` gave TcdB GH inh 0.0.
`O=C(c1cnccn1)N1CC(=O)N2[C@H](CO)[C@@H](c3ccc(/C=C/c4ccccc4)cc3)[C@H]2C1` gave TcdB GH inh 0.1.
`COc1ccc(S(=O)(=O)Nc2ccc3c(c2)CC(=O)N([C@H](C)CO)C[C@H](C)[C@H](CN(C)C(=O)NC(C)C)O3)cc1` gave TcdB GH inh 0.1.
`C[C@H](CO)N1C[C@H](C)[C@H](CN(C)S(=O)(=O)c2ccccc2)Oc2ccc(NC(=O)C3CCCCC3)cc2CC1=O` gave TcdB GH inh 0.5.
`C[C@@H]1CN([C@@H](C)CO)C(=O)c2cccc(NS(=O)(=O)c3ccccc3)c2O[C@@H]1CN(C)S(=O)(=O)c1ccccc1` gave TcdB GH inh 1.2.
Screening O=C(C[C@@H]1CC[C@@H](NC(=O)Nc2ccc(F)cc2)[C@@H](CO)O1)NCc1cccc(F)c1 returned TcdB GH inh -0.2.
Screening COc1cccc(S(=O)(=O)N2C[C@@H](O)COC[C@@H]3O[C@@H](CC(=O)Nc4ccccc4)CC[C@H]32)c1 returned TcdB GH inh -0.3.
For COc1ccc(NC(=O)N(C)C[C@H]2Oc3c(NS(=O)(=O)c4cn(C)cn4)cccc3C(=O)N([C@@H](C)CO)C[C@H]2C)cc1 the results were TcdB GH inh -5.0.
`COc1cccc(S(=O)(=O)N2CCCCN3[C@@H](CO)[C@H](c4ccc(-c5ccccc5)cc4)[C@@H]3C2)c1` gave TcdB GH inh -6.1.
Screening O=C(C[C@@H]1C[C@@H]2c3cc(NC(=O)C4CCOCC4)ccc3O[C@@H]2[C@H](CO)O1)NC1CCCC1 returned TcdB GH inh 5.5.
`CO[C@@H]1CN(C)C(=O)c2cc(NC(=O)c3ccccc3F)ccc2OC[C@@H](C)N(CC2CCOCC2)C[C@@H]1C` gave TcdB GH inh 0.5.
Cc1noc(C)c1NC(=O)N(C)C[C@@H]1OCCCC[C@@H](C)Oc2ccc(NC(=O)Nc3ccc(F)cc3)cc2C(=O)N([C@@H](C)CO)C[C@H]1C was read as TcdB GH inh -0.3.
For O=C(NC1CCCC1)c1nc(-c2ccco2)oc1-c1ccccc1 the results were TcdB GH inh -1.6.
Cc1ccc(S(=O)(=O)N(C)C[C@H]2Oc3c(NC(=O)c4ccc(-c5nccs5)cc4)cccc3C(=O)N([C@@H](C)CO)C[C@H]2C)cc1 was read as TcdB GH inh 1.2.
For N#C[C@H]1[C@@H](c2ccc(-c3ccncc3)cc2)[C@@H](CO)N1C(=O)C1CCCC1 the results were TcdB GH inh -0.2.
For C[C@@H]1CN([C@H](C)CO)C(=O)c2cccc(NC(=O)Nc3cccc4ccccc34)c2O[C@@H]1CN(C)C(=O)Nc1ccc(F)cc1 the results were TcdB GH inh 1.1.
`CCCN1C[C@@H](C)[C@@H](OC)CN(C)C(=O)c2cc(NC(=O)c3cccc(F)c3)ccc2OC[C@H]1C` gave TcdB GH inh 0.1.
For C[C@@H]1CN([C@H](C)CO)C(=O)CCCn2cc(nn2)CO[C@H]1CN(C)Cc1cccc2c1OCCCO2 the results were TcdB GH inh -0.5.
`CCNC(=O)C[C@@H]1CC[C@H]2[C@H](COc3ccc(NS(C)(=O)=O)cc3C(=O)N2C)O1` gave TcdB GH inh -1.1.
Screening C[C@H]1CN([C@@H](C)CO)C(=O)c2cccc(NC(=O)CCCCCC(=O)Nc3ccccc3N)c2O[C@H]1CN(C)Cc1ccc(-c2ccccc2)cc1 returned TcdB GH inh 1.2.
`CC(C)C(CN1CCC(C)(c2cccc(O)c2)[C@@H](C)C1)NC(=O)C1Cc2ccc(O)cc2CN1` (some centres not stated) gave TcdB GH inh 1.5.
Cc1noc(C)c1S(=O)(=O)N(C)C[C@H]1Oc2ccc(NC(=O)NC3CCCCC3)cc2CC(=O)N([C@H](C)CO)C[C@H]1C was read as TcdB GH inh 1.8.
Screening O=C(NCCc1ccccc1)[C@@H]1[C@@H](CO)[C@@H]2Cn3c(cccc3=O)[C@H]1N2Cc1ccccn1 returned TcdB GH inh 0.2.
For COc1ccc(S(=O)(=O)Nc2ccc3c(c2)C(=O)N([C@H](C)CO)C[C@@H](C)[C@H](CN(C)S(=O)(=O)c2cn(C)cn2)O3)cc1 the results were TcdB GH inh 1.7.
Screening C[C@H](CO)N1C[C@H](C)[C@@H](CN(C)CC2CCCCC2)Oc2ccc(NC(=O)C3CCCCC3)cc2C1=O returned TcdB GH inh 0.3.
For CNC[C@H]1Oc2ccc(NC(=O)C3CC3)cc2CC(=O)N([C@@H](C)CO)C[C@@H]1C the results were TcdB GH inh 0.1.
C[C@H]1CN([C@@H](C)CO)S(=O)(=O)c2ccc(-c3cccc(C#N)c3)cc2O[C@H]1CN(C)Cc1ccccn1 was read as TcdB GH inh 0.2.
C[C@@H]1CN([C@H](C)CO)C(=O)c2cc(NC(=O)Cn3cnnn3)ccc2O[C@@H]1CN(C)C(=O)NC1CCCCC1 was read as TcdB GH inh -0.2.
O=C(Nc1ccc(F)cc1)N1CCCCN2[C@H](C1)[C@H](c1ccc(C#CC3CC3)cc1)[C@@H]2CO was read as TcdB GH inh -1.6.
`Cc1ccc(S(=O)(=O)N(C)C[C@@H]2Oc3ccc(NC(=O)CCCCCC(=O)Nc4ccccc4N)cc3CC(=O)N([C@H](C)CO)C[C@@H]2C)cc1` gave TcdB GH inh -0.6.
For COc1ccccc1-c1ccccc1[C@H]1[C@@H](CO)N(C(=O)C2CCOCC2)[C@H]1C#N the results were TcdB GH inh -0.4.
C[C@@H]1CN([C@H](C)CO)C(=O)Cc2cc(NC(=O)Cn3cnnn3)ccc2O[C@H]1CN(C)C(=O)Nc1ccc2c(c1)OCO2 was read as TcdB GH inh 0.2.
For C[C@@H]1CCCCO[C@@H](CN(C)CC2CCCCC2)[C@H](C)CN([C@@H](C)CO)C(=O)c2cc(NC(=O)CCCCCC(=O)Nc3ccccc3N)ccc2O1 the results were TcdB GH inh -0.7.
Screening O=C(C[C@H]1C[C@@H]2c3cc(NC(=O)C4CCOCC4)ccc3O[C@@H]2[C@@H](CO)O1)NCc1ccccc1 returned TcdB GH inh 1.7.
CO[C@H]1CN(C)C(=O)c2cc(NC(=O)C3CCOCC3)ccc2OC[C@@H](C)N(C(C)=O)C[C@@H]1C was read as TcdB GH inh -1.5.
C[C@H](CO)N1C[C@H](C)[C@@H](CN(C)CC2CCCC2)Oc2ncc(-c3ccc(F)cc3)cc2C1=O was read as TcdB GH inh -0.2.
`C[C@H](CO)N1C[C@H](C)[C@H](CN(C)C(=O)Nc2cccc(F)c2)Oc2ncc(C3=CCCCC3)cc2C1=O` gave TcdB GH inh 0.1.
Screening C[C@H](CO)N1C[C@H](C)[C@@H](CN(C)C(=O)C2CCC2)Oc2ncc(-c3ccc(F)cc3)cc2C1=O returned TcdB GH inh 0.9.
COc1ccc(NC(=O)N(C)C[C@@H]2OCCCC[C@H](C)Oc3ccc(NC(=O)NC(C)C)cc3C(=O)N([C@@H](C)CO)C[C@@H]2C)cc1 was read as TcdB GH inh -0.3.
COc1ccc2c3c(n(C)c2c1)[C@@H](CO)N(C(=O)C1CCC1)CC31CCN(C(=O)c2ccncc2)CC1 was read as TcdB GH inh -0.2.
Screening C[C@@H]1CN([C@H](C)CO)C(=O)c2cc(-c3ccncc3)cnc2O[C@H]1CN(C)C(=O)c1ccccc1F returned TcdB GH inh -1.0.

Brought forward from above: 2 entries; new compounds follow.
COc1ccc2c3c(n(C)c2c1)[C@@H](CO)N(C(=O)C1CCC1)CC31CCN(C(=O)c2ccncc2)CC1 was read as TcdB GH inh -0.2.
Screening C[C@@H]1CN([C@H](C)CO)C(=O)c2cc(-c3ccncc3)cnc2O[C@H]1CN(C)C(=O)c1ccccc1F returned TcdB GH inh -1.0.
`O=C(c1cccc(F)c1)N1C[C@@H]2[C@H](c3ccccc31)[C@@H](CO)N2C(=O)c1cccc(F)c1` gave TcdB GH inh -1.3.
For CS(=O)(=O)Nc1ccc2c(c1)[C@H]1C[C@@H](CC(=O)NCc3ccccn3)O[C@H](CO)[C@H]1O2 the results were TcdB GH inh 0.4.
For O=C(C[C@H]1C=C[C@@H](NC(=O)Nc2ccccc2F)[C@H](CO)O1)NCc1ccc(F)cc1 the results were TcdB GH inh 0.7.
Cc1noc(C)c1NC(=O)Nc1ccc2c(c1)C(=O)N([C@@H](C)CO)C[C@H](C)[C@@H](CN(C)C(=O)Nc1ccccc1)OCCCC[C@H](C)O2 was read as TcdB GH inh -1.2.
`Cc1ccc(S(=O)(=O)Nc2ccc3c(c2)C(=O)N([C@H](C)CO)C[C@@H](C)[C@H](CN(C)Cc2ccc(Cl)c(Cl)c2)OCCCC[C@@H](C)O3)cc1` gave TcdB GH inh -0.8.
`C[C@@H]1CN([C@@H](C)CO)C(=O)c2cccc(N(C)C)c2O[C@@H]1CN(C)Cc1ccc2c(c1)OCO2` gave TcdB GH inh -3.4.
`CCN(C[C@@H]1[C@@H](c2ccc(-c3ccccc3)cc2)[C@H](CO)N1C(C)=O)C(C)=O` gave TcdB GH inh -0.2.
`C[C@H]1CN([C@@H](C)CO)C(=O)Cc2cc(NC(=O)CCCCCC(=O)Nc3ccccc3N)ccc2O[C@@H]1CN(C)C(=O)Nc1ccc(F)cc1` gave TcdB GH inh 0.6.

Screening results: PubChem, Broad Institute
